# Rad51 HR inh – Rad51 (human) homologous recombination inhibition; Q06609; hRad51 DNA strand exchange, fluorescence dequenching; inhibition, % at 10 µM; hit rate 0.085% among 200,000; AID 1385;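 active = inhibition above 40% at the single screening dose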;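 also: 0% = DMSO control wells and 100% = blanks with heterologous ssDNA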
#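 Material: human Rad51–ssDNA filaments; Probe or stimulus: labelled 47-mer dsDNA for strand exchange; Doses: single 10 µM dose; Incubation: 37 °C 15-min filament assembly, 30-min compound preincubation, 15-min exchange; Technique: FRET fluorescence dequenching, excitation 485 nm, emission 520 nm; Measure: Fluorescence-based percent inhibition, control- and blank-normalised; Benchmarks: plate control and blank wells.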
# FXIa inh 1536 – inhibitors of human coagulation factor XIa; P03951; purified FXIa, Boc-Glu-Ala-Arg-AMC fluorogenic substrate; inhibition, % at 5 µM; hit rate 0.14% among 220,000;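 active = inhibition of at least 40%; inactive = inhibition below 40%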;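 also: fluorescence of freed AMC excited at 355 nm; 0% = enzyme without compound and 100% = no enzyme blank; many of its hits are not listed in these tables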
# PERK inhibitor – inhibitors of human PERK kinase | CHO PERK-DD fusion, SEAP luminescence translation reporter | inhibition, % at 5.6 µM | hit rate 0.17% among 220,000;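 active = inhibition above the mean inhibition of all tested compounds plus 3 SD, set separately per screening campaign, cut at about 2.9% in these data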;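 also: PERK kinase domain activated by AP20187 dimerizer at 100 nM; 0% = DMSO with dimerizer and 100% = rapamycin at 8.4 µM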
# Calpain2 inh – inhibitors of pig calpain II. purified calpain II, fluorogenic peptide substrate, 30 min. inhibition, % at 16 µM. hit rate 0.37% among 220,000;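 active = inhibition above about 50%, limit read from the data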
# thrombin 1536 – inhibitors of human thrombin; alpha-thrombin, Boc-VPR-AMC fluorogenic substrate cleavage; inhibition, % at 5 µM; P00734; AID 1046; hit rate 0.26% among 220,000;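 active = inhibition at or above 40%; inactive = inhibition below 40%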;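 also: 0% = enzyme with no compound and 100% = wells without enzyme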
#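 Material: human alpha-thrombin protein. Incubation: reaction at ambient temperature. Technique: fluorescence of released AMC, ex 355 nm, em 460 nm. Control set: no-compound enzyme wells and no-enzyme blanks. Also added: Boc-VPR-AMC substrate, 15 µM final. Buffer or medium: pH 7.5 Tris (50 mM) with NaCl 150 mM, Tween 20 0.05%.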
# FXIIa inh 1536 – inhibitors of human coagulation factor XIIa; P00748; purified FXIIa, Boc-QGR-AMC fluorogenic substrate, 2 h; inhibition, % at 5 µM; hit rate 0.3% among 220,000; AID 800; in the data active = inhibition above about 40%;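 also: 0% = enzyme with no compound and 100% = blank without enzyme; many of its hits are not listed in these tables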
# Target sequence (P00748 20-372 limits assumed): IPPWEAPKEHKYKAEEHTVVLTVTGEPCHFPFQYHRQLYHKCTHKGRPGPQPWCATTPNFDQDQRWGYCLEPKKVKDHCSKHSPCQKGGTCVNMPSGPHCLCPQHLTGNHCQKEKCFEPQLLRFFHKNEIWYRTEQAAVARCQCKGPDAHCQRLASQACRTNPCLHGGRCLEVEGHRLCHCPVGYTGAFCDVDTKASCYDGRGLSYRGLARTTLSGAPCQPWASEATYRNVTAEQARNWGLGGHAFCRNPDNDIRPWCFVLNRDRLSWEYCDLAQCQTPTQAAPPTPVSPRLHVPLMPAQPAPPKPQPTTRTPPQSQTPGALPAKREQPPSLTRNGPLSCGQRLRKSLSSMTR
# Target sequence (P00748 373-615 limits assumed): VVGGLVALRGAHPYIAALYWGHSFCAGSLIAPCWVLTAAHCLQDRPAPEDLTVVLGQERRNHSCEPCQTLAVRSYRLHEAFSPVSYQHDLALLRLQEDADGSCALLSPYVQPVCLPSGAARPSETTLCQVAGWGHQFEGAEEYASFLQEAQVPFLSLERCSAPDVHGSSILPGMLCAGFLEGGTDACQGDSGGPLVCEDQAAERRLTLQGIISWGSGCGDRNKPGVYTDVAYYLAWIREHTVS
# Furin inhibitor – inhibitors of human furin. hit rate 0.061% among 220,000. P09958. purified furin, fluorogenic substrate cleavage. AID 463115. inhibition, % at 30 µM; in the data active = inhibition above about 25%; also: inactives centre near -15
# hK5 inh – blocks human kallikrein 5 protease activity; Q9Y337; recombinant hK5, fluorogenic AMC substrate cleavage; inhibition, % at 5 µM; hit rate 0.59% among 210,000;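 active = inhibition of 40% or more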;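 also: 0% = enzyme controls without compound and 100% = no-enzyme blanks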
# Target sequence (Q9Y337 67-293 limits assumed): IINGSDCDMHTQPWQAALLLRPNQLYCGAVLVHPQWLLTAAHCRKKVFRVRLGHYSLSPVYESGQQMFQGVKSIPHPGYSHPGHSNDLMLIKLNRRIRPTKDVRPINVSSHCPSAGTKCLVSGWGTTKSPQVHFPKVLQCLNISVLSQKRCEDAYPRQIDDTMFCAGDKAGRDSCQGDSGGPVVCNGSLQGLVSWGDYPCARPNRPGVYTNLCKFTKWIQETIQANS
# Cl transport mod – modulators of human KCC2 chloride dependent transport | KCC2 cells, thallium flux FluoZin-2 fluorescence | B-score of Tl+ flux slope (higher = more flux/activation; lower = inhibition) at 10 µM | Q9H2X9 | AID 1456 | hit rate 2.2% among 190,000;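 active = thallium flux slope and its plate-corrected score both differing from the plate sample mean at a set confidence after two filtering rounds, in either direction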;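 also: slope of fluorescence scaled to starting intensity during 10 to 20 s after thallium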
# Active calls of the source: *; i = inactive; nt = no result given; & = joins results of further samples; [ ] = dose if it differs, or a comment. A portion of the library; the hit share may differ from the screen's.
SMILES,Rad51 HR inh,FXIa inh 1536,PERK inhibitor,Calpain2 inh,thrombin 1536,FXIIa inh 1536,Furin inhibitor,hK5 inh,Cl transport mod
COc1ccccc1N(CC(=O)NC1CCCC1)C(=O)c1csnn1,5,-6,1.2,6,1,1,-2[20 µM],-8,0.0054
COc1ccc(C(=O)Nc2ccc(Cl)cc2C(=O)NCc2ccco2)cc1,3,13,-1.2,-36,2,18,-16[20 µM],-9,-0.15
CC1(C)OC(=O)C(=CNCC(=O)NCC(=O)O)C(=O)O1,-2,-7,1.2,-39,-15,-3,-8,-25,nt
Cc1ccc(-n2ncc3c(=O)n(CC(=O)OCc4ccccc4)cnc32)cc1,10,-7,0.0,14,-2,13,-19,-7,0.2
Cc1cccnc1NC(=O)C12CCC(C)(C(=O)O1)C2(C)C (stereo not drawn),-10,8,0.4,-28,2,10,-12[20 µM],-7,nt
O=C(COC(=O)c1cc([N+](=O)[O-])ccc1NCc1ccccc1)NC1CCCCC1,-4,6,-0.8,12,-3,11,-16,1,-3.8*
NC(N)=N/N=C/c1cccc([N+](=O)[O-])c1O,-8,12,-0.8,24,-1,7,-6,-3,-0.25
Cc1nc2c(c(-c3ccccc3)c1C#N)C(=O)c1ccccc1-2,-3,-1,-0.1,26,1,9,-12[20 µM],-2,0.0088
O=C(COc1ccccc1F)NCc1ccc(-n2cccc2)cc1,1,-3,1.6,2,0,5,-14,-2,-0.43
O=c1c2c3c(sc2nc2n1CCCC2)CCC3,2,-7,-1.4,-65,-3,3,-19,-10,nt
Cc1ccc(N=CC2=C(O)CC(c3cccc(Cl)c3)CC2=O)cc1 (stereo not drawn),nt,9,1.2,-107,-1,8,-21,-19,-1.2
COCCN=C1NC(=O)C(CC(=O)Nc2cccc(Cl)c2C)S1 (stereo not drawn),nt,-3,-0.4,35,-3,3,-14,-1,0.26
O=C(Nc1ccc(F)cc1F)c1cc2ncc(CCCl)cn2n1,13,10,1.0,-28,-2,10,-17,-5,-0.12
COc1ccc(NC(=S)N(CCCN2CCCC(C)C2)Cc2cccs2)cc1 (stereo not drawn),-12,-4,0.3,-22,-12,6,5,-14,-1.6
CCn1c(SCc2ccc(Cl)cc2)nc2nc3c(cc2c1=O)CCCC3,-1,6,-0.2,25,-5,8,-7,-3,1.8
Cc1c(N=C(N)/N=C(\N)Nc2ccccc2)c(=O)n(-c2ccccc2)n1C,1,10,1.1,-14,0,12,-22,-11,-0.55
Cc1ccc(C)c(OCCSc2nnc(-c3cccnc3)n2N)c1,3,-16,-1.0,13,-10,-7,1,-19,-0.43
Cc1ccccc1N(CC(=O)Nc1ccccc1C(=O)O)S(C)(=O)=O,3,-8,1.5,8,-8,-1,-20,0,-0.031
C=CCc1cccc(CNc2nc3ccccc3n2CCN2CCOCC2)c1O,0,-16,-1.5,15,-5,7,-16[20 µM],-26,0.057
CC(C(=O)N1CCN=C1c1ccccc1)N1C(=O)c2ccccc2C1=O (stereo not drawn),7,0,0.4,-28,1,3,-14,0,1.3

# 3 of the entries above in order of their number in FXIa inh 1536, ascending:
mol,FXIa inh 1536,PERK inhibitor,Calpain2 inh,thrombin 1536,FXIIa inh 1536,Furin inhibitor,hK5 inh,Cl transport mod
CC1(C)OC(=O)C(=CNCC(=O)NCC(=O)O)C(=O)O1,-7,1.2,-39,-15,-3,-8,-25,nt
Cc1cccnc1NC(=O)C12CCC(C)(C(=O)O1)C2(C)C (stereo not drawn),8,0.4,-28,2,10,-12[20 µM],-7,nt
Cc1ccc(N=CC2=C(O)CC(c3cccc(Cl)c3)CC2=O)cc1 (stereo not drawn),9,1.2,-107,-1,8,-21,-19,-1.2

# The list continues.
SMILES,Rad51 HR inh,FXIa inh 1536,PERK inhibitor,Calpain2 inh,thrombin 1536,FXIIa inh 1536,Furin inhibitor,hK5 inh,Cl transport mod
C=C(C)C(=O)O[C@H]1C/C(C)=C\C(=O)/C=C(\C)[C@H](O)[C@@H]2OC(=O)C(=C)[C@@H]21,-8,-2,nt,-4,-1,8,-5,-1,0.22
CCSc1oc(-c2ccco2)nc1S(=O)(=O)c1ccc(F)cc1,-5,-6,-0.7,-94,1,10,-17,-10,-2.2
COc1ccc(C(C(=O)NC2CCCCC2)N(C(=O)Cc2c[nH]c3ccccc23)c2ccccc2)cc1OC (stereo not drawn),nt,9,-0.2,-40,-7,8,-16,-22,-1
CCCNC(=S)N1CCCC(c2nc3ccccc3[nH]2)C1 (stereo not drawn),-4,0,1.3,-3,-3,7,-15,1,nt
COc1cc(/C=C2\N=C(c3ccccc3)OC2=O)ccc1OCc1c(C)no[n+]1[O-],-4,-2,0.5,-5,-6,-1,-10,2,-0.024
O=C(Oc1ccc(O)cc1)C12CC3CC(CC(C3)C1)C2,1,-4,0.8,8,-10,6,-29,-2,0.99
CCOc1ccc(NC(=S)NC(=O)c2ccco2)cc1,nt,4,0.8,12,3,11,-28,5,184*
COc1cc(S(=O)(=O)N2CCN(C(=O)c3ccccc3)CC2)c(OC)cc1Br,nt,-2,-0.2,-11,1,5,-24,-2,-0.11
CC(=O)N1CCN(C(=S)NC(=O)C23CC4CC(CC(C4)C2)C3)CC1,3,5,0.1,-15,-6,5,-23,0,-0.3
O=C(/C=C/c1cccs1)c1ccc(N2CCOCC2)cc1,12,5,0.1,8,-4,4,-20,-3,-0.26
O=[N+]([O-])c1cc(CN2CCOCC2)c2cccnc2c1O,-2,1,0.9,-13,3,11,-18,-9,-0.58
Cc1ccc(NC(=O)/C=C/c2cccs2)c([N+](=O)[O-])c1,3,0,0.4,19,3,14,-14,23,-1.5
COc1cc([N+](=O)[O-])ccc1NC(=O)CC1SC(=Nc2ccc(F)cc2)N(CCC2=CCCCC2)C1=O (stereo not drawn),4,1,0.1,-40,-2,14,-13,-1,0.41
COCC(C)OC(=O)c1c(N)n(CCCN2CCOCC2)c2nc3ccccc3nc12 (stereo not drawn),20,-7,-2.5,-305,-2,-11,-47,-6,-0.52
COc1ccccc1NC(=S)N1CCN(C/C=C/c2ccccc2)CC1,3,4,-0.1,-10,-10,8,-7,-5,-0.49
Nc1ccccc1C(=O)Nc1cccc(C(=O)O)c1,3,4,1.3,-129,0,8,-6,2,0.25
O=C(Nc1ccc(N2CCOCC2)c(Cl)c1)c1ccccc1Cl,3,18,0.0,23,-9,13,-19,2,-0.24
Cc1ccc(/C(O)=C2\C(=O)C(=O)N(CC(C)O)C2c2ccccn2)cc1 (stereo not drawn),-31,-4,0.3,-1,10,1,-9,3,-0.51
O=C(NCC1CCN(c2ccc(S(=O)(=O)N3CCOCC3)cc2)CC1)c1ccc(Cl)cc1,-2,-2,-2.9,23,7,19,-6[20 µM],-13,-1.2
COc1ccc(CC(=O)NNC(=S)NCC2CC2)cc1OC,-31,0,0.5,-30,0,10,-10,1,-0.82
c1ccc(COc2ccc(Oc3nc(N4CCCCC4)nc(N4CCOCC4)n3)nn2)cc1,0,16,-0.2,8,2,22,-10,-14,nt
O=C(c1ccc(O)cc1)c1ccc(O)cc1O,-11,4,1.6,22,-2,8,-11,3,1.1
COc1ccc(NS(=O)(=O)c2cc([N+](=O)[O-])ccc2N/N=C\c2c(C)[nH]c3ccccc23)cc1,-103,-11,-0.2,33,-1,-7,3[20 µM],9,-0.58
O=c1c2c(-c3ccc([N+](=O)[O-])cc3)csc2nc2n1CCCCC2,6,-4,0.3,31,-12,4,-6,1,nt
S=C1NC[C@H](CC2CCCCC2)N1CC1CCCCC1,-6,0,1.2,24,-4,6,-29,1,-0.024
O=C(COc1ccc(Br)cc1)N1CCN(S(=O)(=O)/C=C/c2ccccc2)CC1,1,7,-0.8,12,-4,9,-23,-6,-0.61
Cc1ccc(C(=O)Cc2nnc(C)s2)cc1,23,-4,-0.5,30,-2,-5,-13,-10,-0.37
NS(=O)(=O)c1ccc(CNC(=O)NC2(c3ccccc3)CC2)cc1,-2,14,-0.4,12,24,23,-5,27,0.098
CCOC(=O)N1CCN(c2c(NCCN3CCN(Cc4ccccc4)CC3)c(=O)c2=O)CC1,0,1,2.0,11,-8,13,-30,-4,0.12
CCCCCn1c(N)c(C#N)c2nc3ccccc3nc21,1,0,-0.8,i,-5,2,-41,-245,nt
Cn1c(=O)c(-c2cc(=O)[nH][nH]2)c(O)c2ccccc21,19,12,1.2,-3,10,32,-10,8,0.81
Cc1ccc(C)c(NC(=S)N(C)C)c1,4,1,-0.3,-25,-5,3,-23,-3,-1.1
O=C(CCCCCN1C(=O)c2ccccc2C1=O)NCc1ccco1,2,20,0.9,27,2,25,-18,-14,-0.43
O=C1N=C(N2CCCC2)S/C1=C\C=C\c1ccccc1,nt,-3,-1.3,-14,-12,2,-4,0,-1.8
O=C(O)c1ccccc1-n1cnnn1,nt,0,1.8,-22,-10,3,-22,-1,-0.056
O=C(NCc1ccc(F)cc1)C1CC(=O)N(CCc2ccccc2)C1 (stereo not drawn),-6,-3,-0.7,15,7,-2,-7,6,nt
Cc1ccc(NC(=O)CCC(=O)NNC(=O)Cc2ccccc2)cc1C,-5,-5,1.4,-17,-3,4,-23[20 µM],-26,nt
N=C1/C(=C/c2coc3ccccc3c2=O)C(=O)N=C2SC(c3ccco3)=NN12,nt,5,2.3,3,-3,7,-3,0,i
O=C(NCC1CCCO1)C(c1cccs1)N(C(=O)Cn1nnc(-c2cccs2)n1)C1CCCC1 (stereo not drawn),-6,3,-0.9,-1,0,12,-22[20 µM],-8,0.3
O=C(CCS(=O)(=O)c1ccc(Br)cc1)N1CCN(c2ccc(Cl)cc2)CC1,2,-4,0.4,18,5,1,-25[20 µM],-3,0.35
CCOC(=O)c1c(C)c(C(=O)NCCc2ccccc2)c(C)n1C,-4,-3,0.5,8,-1,-5,-21,-3,-2.7
Cc1nn(-c2ncc(C(F)(F)F)cc2Cl)c(=O)n1-c1ccccc1,-1,-4,0.5,-8,-3,8,-17[20 µM],9,nt
CC(NC(=O)CN1CCCC1)C12CC3CC(CC(C3)C1)C2 (stereo not drawn),26,-1,-0.2,-17,2,4,-9[20 µM],-3,nt
C/C(=N\Nc1cccc2cccnc12)c1ccc[nH]1,-6,-4,2.3,9,-1,2,-15,-4,-1.1
O=[N+]([O-])c1cccc(CSc2ncnc3ccccc23)c1,1,-5,0.4,-18,-6,0,-16,-8,-1.5
O=C(Nc1cccnc1)c1ccc(NS(=O)(=O)c2cccc([N+](=O)[O-])c2)cc1,4,5,0.9,-26,-11,7,-23,1,0.018
CCC(=O)Nc1nc(C)nc(C)c1C(C)=O,-8,-2,1.0,-14,0,8,-22,-3,0.096
CCC(CC)C(=O)Nc1ccccc1-n1cccc1,4,-2,0.5,-34,-2,3,-12[20 µM],-9,0.32
CCc1ccc(S(=O)(=O)NC(=S)NC2CCCCC2)cc1,nt,-1,-0.1,-24,-4,1,-14,nt,32*
CCn1c(SCc2ccc(C)cc2)nnc1-c1cnccn1,-6,6,-0.1,-4,7,20,-10,1,-0.00067
CCCCn1c(=O)n(CC(=O)Nc2ccc(OC)c(Cl)c2)c(=O)c2c1nc(CO)n2CCC,-2,19,0.3,15,19,20,-9[20 µM],31,-1.7
CC(C)=CC(=O)NCCc1ccccc1,12,1,0.5,-25,-5,8,-14[20 µM],-23,0.044
Cc1ccccc1OCc1n(CC(=O)OC2CC(C)CCC2C(C)C)c2ccccc2[n+]1C (stereo not drawn),17&-4,1,0.8&-0.5,-29&28,8,4,-31&-11,-2,-0.96&1.9
COc1ccccc1CNC(=O)CCS(=O)(=O)c1cccc2nonc12,-1,-10,-0.4,20,-7,5,-10[20 µM],-8,0.21
